# MC4R antag cAMP: blocks human MC4R cAMP signaling | P32245 | MC4R-expressing cells, MTII-stimulated cAMP, LANCE TR-FRET | inhibition, % at 6.5 µM | actives 0.48% (n = 360,000) | AID 540295;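 active = inhibition above its plate's cutoff, the mean of tested wells on that plate plus 3 SD, cut at about 29% in these data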;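 note: 0% = Melanotan II alone and 100% = Melanotan II plus saturating MCL0020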
# Target sequence (P32245 whole entry, looked up): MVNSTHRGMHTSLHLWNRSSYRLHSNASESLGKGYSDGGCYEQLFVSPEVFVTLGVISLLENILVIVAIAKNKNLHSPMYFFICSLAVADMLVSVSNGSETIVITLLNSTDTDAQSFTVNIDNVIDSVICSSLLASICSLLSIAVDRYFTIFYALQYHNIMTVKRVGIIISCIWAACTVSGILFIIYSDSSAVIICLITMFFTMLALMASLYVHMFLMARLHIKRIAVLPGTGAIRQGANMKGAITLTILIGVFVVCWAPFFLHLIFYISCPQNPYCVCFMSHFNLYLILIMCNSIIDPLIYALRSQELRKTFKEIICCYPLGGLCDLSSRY
#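 System: U2OS-MC4R stable cell line; Technique: Eu-cAMP/anti-cAMP TR-FRET, emission 671 nm; Repeats: single well per compound; Also added: Melanotan II; Dosing: one concentration, 6.5 µM nominal; Schedule: 30-min compound, 1-h challenge, 1-h detection, room temperature.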
# H9c2 protect: protects H9c2 cardiomyocytes from peroxide injury | AID 588492 | H2O2 injury protection, ATPLite, 2 h | actives 0.63% (n = 360,000) | protection from H2O2 cell death, % at 20 µM;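 active = compounds giving at least 50% protection of heart cells from peroxide-induced death in the single-dose screen, raw or plate-pattern-corrected value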;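 note: 0% = DMSO wells with peroxide and 100% = DMSO wells without peroxide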
# NOD2 RIPK2 PPI: NOD2-RIPK2 protein interaction inhibition | O43353 | CHO BLA complementation NOD2-RIPK2, CCF4 ratio | inhibition, % at 4.98 µM | actives 0.38% (n = 360,000); in the data active = inhibition above about 21%;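 note: 0% = vehicle only and 100% = reference blocker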
# Target sequence (O43353 whole entry, looked up): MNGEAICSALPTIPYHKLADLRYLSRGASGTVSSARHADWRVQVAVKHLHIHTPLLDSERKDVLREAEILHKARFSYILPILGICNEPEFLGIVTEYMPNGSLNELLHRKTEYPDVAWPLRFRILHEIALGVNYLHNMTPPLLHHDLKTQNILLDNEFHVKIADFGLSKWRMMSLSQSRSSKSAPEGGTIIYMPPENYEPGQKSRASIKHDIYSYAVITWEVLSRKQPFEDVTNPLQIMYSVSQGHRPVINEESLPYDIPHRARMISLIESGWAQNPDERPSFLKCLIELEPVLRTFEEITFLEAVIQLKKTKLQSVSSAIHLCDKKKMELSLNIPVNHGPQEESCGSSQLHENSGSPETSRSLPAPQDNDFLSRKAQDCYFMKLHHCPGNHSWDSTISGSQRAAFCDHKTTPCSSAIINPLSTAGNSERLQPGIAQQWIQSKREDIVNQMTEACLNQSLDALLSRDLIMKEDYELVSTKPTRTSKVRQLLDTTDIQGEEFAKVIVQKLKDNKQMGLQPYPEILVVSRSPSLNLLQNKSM
# Glyco luc inh: blocks N-linked glycosylation in D54 reporter cells. D54 ERlucT glycosylation luciferase reporter, 24 h; percent of 100 nM tunicamycin response. reporter increase, % at 12.5 µM. actives 0.23% (n = 360,000);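 active = mean luciferase reporter signal, scaled so untreated is 0 and the glycosylation-blocking control 100, at or above a set limit in every replicate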;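 note: luciferase carries N-glycosylation sites so blocking glycosylation raises the light; 0% = median of neutral control wells and 100% = median of 100 nM tunicamycin wells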
# MC4R barr agon: human MC4R agonism via beta-arrestin; P32245; U2OS MC4R beta-arrestin complementation, luminescence; percent of melanotan II response, DMSO zero; activation, % at 8.9 µM; actives 0.98% (n = 360,000);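 active = activation above a per-plate cutoff, the mean activation of sample wells on that plate plus 3 SD, cut at about 8% in these data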
# HTR2A ag: agonists of mouse serotonin 5-HT2A receptor (HTR2A); P35363; CHO-K1 mHTR2A beta-arrestin complementation, luminescence; percent of 30 µM serotonin response; activation, % at 7.6 µM; actives 0.66% (n = 360,000); AID 624169;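 active = activation above a run cutoff, the mean activation of all tested compounds plus 3 SD, cut at about 14% in these data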;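 note: 0% = plate median of compound wells and 100% = 30 µM serotonin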
# ABHD5-PLIN5 inh: ABHD5-PLIN5 protein interaction inhibition; inhibition, % at 4 µM; actives 0.78% (n = 360,000); Split G. princeps luciferase complementation, luminescence, 4 h; Q00G26+Q8WTS1; AID 602281;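 active = inhibition above the mean inhibition across every tested compound plus 3 SD, cut at about 22% in these data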;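 note: 0% = DMSO only wells and the 100% control is not disclosed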
# ABCB6 inh MLPCN: blocks the human ABCB6 transporter; Q9NP58; K562-ABCB6 porphyrin accumulation, flow cytometry, 1 h; stronger effect = lower value; actives 0.19% (n = 360,000); fluorescence ratio to DMSO, % at 10 µM;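 active = fluorescence ratio to DMSO below 75%, the collection mean minus 3 SD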;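 note: signal is porphyrin accumulated inside mitochondria; 100% equals median channel fluorescence of DMSO control wells; lower ratio means ABCB6 inhibition with less porphyrin fluorescence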
# NCOA2 inhibitor: inhibits human steroid receptor coactivator 2; Q15596; HEK293 GAL4-SRC2 luciferase reporter, luminescence; inhibition, % at 9 µM; actives 0.17% (n = 370,000);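 active = inhibition above the mean inhibition of all tested compounds plus 3 SD, set per campaign, cut at about 52% in these data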;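 note: 0% = DMSO treated cells and 100% = cells given Gossypol at 36 µM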
# TLR9-MyD88 inh: inhibitors of human TLR9-MyD88 binding; inhibition, % at 4.98 µM; CHO BLA complementation TLR9-MyD88, CCF4 FRET ratio; Q9NR96+Q99836; actives 0.21% (n = 340,000);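 active = inhibition above the mean over all tested compounds plus 3 SD, cut at about 21% in these data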;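 note: 0% = DMSO only wells and 100% = clavulanate BLA inhibitor control wells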
# * marks the source's active call; other numbers are inactive results; . = no result given.
SMILES,MC4R antag cAMP,H9c2 protect,NOD2 RIPK2 PPI,Glyco luc inh,MC4R barr agon,HTR2A ag,ABHD5-PLIN5 inh,ABCB6 inh MLPCN,NCOA2 inhibitor,TLR9-MyD88 inh
CC1CCN(S(=O)(=O)c2ccc3c(c2)CCN3C(=O)CCC(=O)O)CC1,10,10,6,1,-1.3,0,-6,92,-11,-6
COc1ccc(-c2csc3ncnc(N4CCN(C(=O)c5ccco5)CC4)c23)cc1,22,14,-1,-6,-1.6,13,3,99,5,2
CCCCCCc1ccc(-c2ncc(N)cn2)cc1,-4,0,-14,-1,1.3,1,-4,94,-31,7
Cc1cccc(C(=O)N2CC3(C)CC2CC(C)(C)C3)c1 (configuration not stated),9,1,-29,5,-1.2,3,2,98,0,-10
O=c1[nH]c(=S)[nH]c2c1C(c1ccc(F)cc1)OC(CCC(F)(F)F)C2 (configuration not stated),.,4,-5,0,.,3,-4,100,23,.
Cc1cccc(-n2c(SCC(=O)N3CCCC3)nnc2-c2ccccn2)c1C,6,6,0,0,0.7,-1,-5,100,-17,-3
Cc1onc(-c2c(Cl)cccc2Cl)c1C(=O)Nc1ccc(N2CCOCC2)cc1,-3,8,2,0,-0.9,0,-4,100,18,1
COc1cc(/C=C(/C#N)c2nc3ccccc3[nH]2)ccc1OCC(=O)Nc1ccccc1C(C)C,3,68*,-3,-1,0.1,0,2,100,-9,-3
O=C(CCc1nc2ccccc2c(=O)[nH]1)Nc1cccc(S(=O)(=O)N2CCCCC2)c1,6,26,0,0,-4.7,-2,6,93,-11,-3
CC1(C)CCC(=O)N2CC[C@H]3C[C@H](OC(=O)Nc4ccc5c(c4)OCO5)C[C@@H]1[C@H]32,2,4,-3,-10,0.4,2,-1,98,-13,-1
CC(C)C1=NN2C(=N)CC(=O)N=C2S1,7,-4,6,2,-0.1,2,7,93,-31,9
CN(c1ccccc1)S(=O)(=O)c1ccc(Cl)c(C(=O)OCC(=O)NCc2ccco2)c1,16,-4,7,2,-1.7,3,5,93,-4,-4
COc1cc(C2NC(=O)NC3=C2C(=O)OC3)cc(OC)c1OC (configuration not stated),14,0,-12,2,-2.2,-1,-3,95,-14,-8
CCc1nnc(NC(=O)c2cccc(S(=O)(=O)N3CCN(c4ccccc4)CC3)c2)s1,16,-5,-7,-1,0.1,-3,-1,111,10,-8
Cn1cc(-c2cccc(C(F)(F)F)c2)cc(C#N)c1=O,26,3,6,-1,0.8,0,-6,101,-13,1
COc1cc(NC(=O)CN2C(=O)NC(C)(c3ccc(OC(F)F)cc3)C2=O)cc(OC)c1OC (configuration not stated),-1,2,15,2,-2.1,0,-1,87,7,2
O=C(COC(=O)COc1ccccc1F)Nc1cccc(S(=O)(=O)N2CCCCC2)c1,3,-2,-12,1,0.0,7,-5,97,-11,-4
O=C(C1CCCCC1)N1CCC2CC1c1cc(N3CCCCC3)ccc12 (configuration not stated),9,-19,7,-1,0.0,-2,4,101,-4,-2
CCOC(=O)c1cc(-c2ccccc2)n(CC(=O)N2CCCC2)c1C,-9,8,3,-1,2.0,-3,-2,96,-8,-14
COC(=O)C1(Cc2ccc(O)cc2)OC(=O)C(O)=C1c1ccc(O)cc1 (configuration not stated),-5,-3,-5,2,-0.7,0,8,95,-8,-2
O=C1c2cccnc2C(=O)N1Cc1ccc(S(=O)(=O)N2CCN(c3ccccc3)CC2)cc1,5,2,-13,2,-1.0,2,1,93,-10,-2
CCC(=O)N(C)C[C@H]1Oc2ncc(C#Cc3ccncc3)cc2C(=O)N([C@@H](C)CO)C[C@@H]1C,2,18,-3,3,0.1,-1,1,102,3,-2
CC1CC2(NC(=O)NC2=O)C(C)CN1C (configuration not stated),-2,-4,9,1,-1.0,-2,-3,115,-1,-10
CC(C)C[C@H](NC(=O)c1[nH]cnc1C(=O)Nc1ccc(CNC(=O)OC(C)(C)C)cc1)C(=O)OCc1ccccc1,61*,-6,0,-1,4.2,-3,-8,94,-2,7
COc1cc(SC)ccc1C(=O)N1CCCCCC1,-1,0,-3,0,-1.5,-7,1,95,3,-1
CCOC(=O)c1ccccc1NC(=S)N1CCC(C)CC1,-3,2,2,0,-1.4,4,-4,98,0,2
CCCn1cc([C@@H]2C[C@H]3CN(Cc4cccc(Cl)c4)C(=O)[C@]34CCCN24)c(C)n1,10,-9,-8,0,-0.8,2,5,98,5,11
CC(=O)Nc1ccccc1C(=O)N1CC(C)OC(C)C1 (configuration not stated),6,0,-10,2,-0.7,-3,-2,104,-11,-1
CCN(CC(O)c1cccc(O)c1)C(=O)C12CC3CC(CC(C3)C1)C2 (configuration not stated),-4,4,-6,-6,2.3,-4,-4,95,-23,-12
Cc1ccc(OCC(=O)N2CCCCC2)c(Br)c1,-2,2,-3,0,-1.8,2,6,79,-28,-1

# As a short view, two of the compounds above:
SMILES,MC4R antag cAMP,H9c2 protect,NOD2 RIPK2 PPI,Glyco luc inh,MC4R barr agon,HTR2A ag,ABHD5-PLIN5 inh,ABCB6 inh MLPCN,NCOA2 inhibitor,TLR9-MyD88 inh
COc1cc(NC(=O)CN2C(=O)NC(C)(c3ccc(OC(F)F)cc3)C2=O)cc(OC)c1OC (configuration not stated),-1,2,15,2,-2.1,0,-1,87,7,2
O=C(COC(=O)COc1ccccc1F)Nc1cccc(S(=O)(=O)N2CCCCC2)c1,3,-2,-12,1,0.0,7,-5,97,-11,-4

# Next section
SMILES,MC4R antag cAMP,H9c2 protect,NOD2 RIPK2 PPI,Glyco luc inh,MC4R barr agon,HTR2A ag,ABHD5-PLIN5 inh,ABCB6 inh MLPCN,NCOA2 inhibitor,TLR9-MyD88 inh
CN1CCCc2cc(C=O)ccc21,0,-3,-9,4,-1.8,1,-1,94,15,-5
Cc1cc(C(=O)N(C)Cc2ccc(Br)cc2)no1,10,-3,-7,0,1.2,-2,-1,95,7,7
COc1ccc(OC)c(S(=O)(=O)NC2CCN(Cc3ccccc3)CC2)c1,-2,-6,-3,-2,-0.4,1,-6,100,-19,-5
Cc1c(C(=O)Nc2cccc(S(=O)(=O)N3CCCC3)c2)oc2ccccc12,1,-4,7,-3,0.3,1,-7,91,16,3
CN(C)c1cccc(C(=O)N/C=C/n2cnc3cc(C(F)(F)F)ccc32)c1,23,-2,1,0,0.2,-1,-7,92,2,4
CCOc1ccc2c(c1)C(=NNC(=O)c1ccncc1)c1cc(OCC)ccc1-2,-2,42,2,21,-3.1,0,2,99,-19,-4
CCNC(=O)C(CC(C)C)NC(=O)C(CO)NC(=O)C1CCC(=O)N1 (configuration not stated),12,-2,2,1,0.0,0,-9,99,10,-10
C=CCNC(=S)N1CCOCC1,-7,19,6,3,-0.3,-1,3,95,-4,-8
CSc1nc2c(c(=O)[nH]1)C(c1ccc(C(F)(F)F)cc1)CC(=O)N2 (configuration not stated),5,-8,-2,2,-3.6,3,2,97,-22,2
CCNC(=O)CC1C(=O)N(c2ccc(F)cc2)C(=O)N1CCC(C)C (configuration not stated),2,7,6,2,-0.3,0,-6,97,-2,-13
C=C(C)CSc1nc2c(c(=O)[nH]c(=O)n2C)n1Cc1ccccc1,-11,-26,3,-3,-1.1,0,6,94,-20,-3
Cc1nnc(N)nc1C,3,8,-11,0,-0.8,3,-6,96,-6,2
COc1ccc(NC2=NCC(=O)N2c2ccccc2F)c(OC)c1,18,11,2,-13,-1.9,0,5,94,6,3
Cc1csc2nc(CNS(=O)(=O)c3ccc(-c4ccccc4)cc3)cn12,4,-22,-6,-3,-0.8,8,2,95,17,4
COC(=O)c1cc(C(=O)OCC(=O)Nc2ccccc2OC(F)F)cc([N+](=O)[O-])c1,4,6,-6,2,0.8,3,-2,101,2,-12
Cc1nn(CC(C)C)c(Cl)c1C(=O)N(C)CC(=O)Nc1ccc(Cl)cc1,15,-3,-3,1,-0.8,-4,-11,93,3,-6
O=C(C1CC1)N1CCN(c2nc3ccccc3s2)CC1,19,-9,-5,-3,-0.3,0,7,102,-38,8
COc1ccc(C(C(=O)NC2CCCC2)N(Cc2ccc(C)cc2)C(=O)c2ccn[nH]2)cc1OC (configuration not stated),-3,0,-8,0,-2.2,-1,11,93,-4,-3
CCOC(=O)C1=CCC(c2cc3ccc(OC)cc3n2C(=O)OC(C)(C)C)NC1 (configuration not stated),.,.,8,.,.,-6,6,.,6,.
COc1ccc2c(c1OC)CN(C)CCc1cc3c(cc1C(=O)C2)OCO3,-3,0,-1,3,-0.6,6,0,102,-36,1
COc1ccc(CCNC(=O)COc2ccc3c(c2)OCO3)cc1,-2,-2,-6,-3,0.4,4,1,98,11,-11
COc1cccc(N2CCN(S(=O)(=O)c3ccc(-n4cnnn4)cc3)CC2)c1,5,1,-4,-3,-0.4,3,-3,106,-11,-12
O=C(N/N=C/c1cccc([N+](=O)[O-])c1)c1ccncc1,14,2,0,3,-0.5,2,-1,93,4,-3
COCCNC(=O)C1CCCN(C(=O)c2ccc(C(F)(F)F)nc2C)CC1 (configuration not stated),-4,-1,-2,2,1.2,2,3,98,-7,.
C[C@@H](CN=[N+]=[N-])CN1CC[C@H](O)CCC1=O,0,-1,0,2,-1.9,6,-4,97,-14,-8
Cc1ccccc1C(=O)NCCOc1ccccc1Cl,0,6,-12,-9,-0.8,5,-2,94,-29,6

# Structural class: the compounds so far containing an NH in an aromatic ring
SMILES,MC4R antag cAMP,H9c2 protect,NOD2 RIPK2 PPI,Glyco luc inh,MC4R barr agon,HTR2A ag,ABHD5-PLIN5 inh,ABCB6 inh MLPCN,NCOA2 inhibitor,TLR9-MyD88 inh
O=c1[nH]c(=S)[nH]c2c1C(c1ccc(F)cc1)OC(CCC(F)(F)F)C2 (configuration not stated),.,4,-5,0,.,3,-4,100,23,.
COc1cc(/C=C(/C#N)c2nc3ccccc3[nH]2)ccc1OCC(=O)Nc1ccccc1C(C)C,3,68*,-3,-1,0.1,0,2,100,-9,-3
O=C(CCc1nc2ccccc2c(=O)[nH]1)Nc1cccc(S(=O)(=O)N2CCCCC2)c1,6,26,0,0,-4.7,-2,6,93,-11,-3
CC(C)C[C@H](NC(=O)c1[nH]cnc1C(=O)Nc1ccc(CNC(=O)OC(C)(C)C)cc1)C(=O)OCc1ccccc1,61*,-6,0,-1,4.2,-3,-8,94,-2,7
CSc1nc2c(c(=O)[nH]1)C(c1ccc(C(F)(F)F)cc1)CC(=O)N2 (configuration not stated),5,-8,-2,2,-3.6,3,2,97,-22,2
C=C(C)CSc1nc2c(c(=O)[nH]c(=O)n2C)n1Cc1ccccc1,-11,-26,3,-3,-1.1,0,6,94,-20,-3
COc1ccc(C(C(=O)NC2CCCC2)N(Cc2ccc(C)cc2)C(=O)c2ccn[nH]2)cc1OC (configuration not stated),-3,0,-8,0,-2.2,-1,11,93,-4,-3

# Screening data deposited in PubChem BioAssay by several laboratories.

# Only part of the results is shown; count on the stated rates, not on these rows.
